CD40 NFkB inh = CD40 pathway inhibition in BL2 cells | BL2 NF-kB luciferase reporter, CD40L-induced, 4 h | hit rate 0.94% among 83,000 | inhibition, % at 10 µM;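 active means mean inhibition of at least 50% with a set share of replicates also reaching that level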;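 further: 0% = neutral control wells and 100% = IKK inhibitor VII at 50 µM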
* = called active by the depositor; & = joins results of further samples; [ ] = dose if it differs, or a comment. Some of the compounds tested; count on the stated rates, not on these rows.

SMILES	CD40 NFkB inh
O=C(CCCc1nc2ccccc2s1)Nc1ccccc1	-10
Cc1ccccc1-c1cnc2c(c1)C(=O)N([C@H](C)CO)C[C@H](C)[C@H](CN(C)Cc1ccccc1F)O2	-13[25 µM]
CCCn1c(NC(=O)c2ccc([N+](=O)[O-])o2)nc2ccccc21	17
CCC(OC(=O)C1=Cc2ccccc2OC1)C(=O)NCc1ccco1 (stereo unspecified)	16
CCC(=O)N1CC[C@@H]2[C@H]1c1cc(C#Cc3ccccc3F)ccc1N[C@@H]2CO	-5[25 µM]
C[C@@H]1CN([C@H](C)CO)C(=O)Cc2cc(NS(=O)(=O)c3ccc(F)cc3)ccc2O[C@@H]1CN(C)Cc1ccncc1	3[25 µM]
COc1ccc(NC2(c3ccc(Cl)cc3)C(=O)c3ccccc3C2=O)cc1	-19
CC(C)NC(=O)N1[C@@H]2CN(CC(F)(F)F)C[C@H]1C2c1ccc(Br)cc1 (stereo partly specified)	8
Cc1cc(C(=O)NCc2ccco2)on1	8
O=C(O)c1cccc(N/N=C/C2=C(Cl)c3cc(Cl)ccc3SC2)c1	35
CCN(CC(=O)NCc1ccco1)S(=O)(=O)c1ccc(OC)cc1	-10
CCN(C1CCS(=O)(=O)C1)S(=O)(=O)c1ccc(OC)c(OC)c1 (stereo unspecified)	5
O=C(Nc1ccccc1F)N1C[C@@H]2N[C@H](C1)C2c1ccc(/C=C/c2ccccc2)cc1 (stereo partly specified)	53*
Cc1ccc(CNC(=O)CN2C(=O)COc3ccc(S(=O)(=O)N4CCCCC4)cc32)o1	8
Cc1cc(C(=O)NCCCN(C)C)c2ccccc2n1	0
CCCC#Cc1ccc2c(c1)[C@@H]1[C@@H](CCN1S(=O)(=O)c1cn(C)cn1)[C@@H](CO)N2	-32[25 µM]
C[C@H]1CN([C@@H](C)CO)C(=O)c2c(c3ccccc3n2C)-c2ccccc2CO[C@@H]1CN(C)C	-6[25 µM]
COc1ccccc1N(CC(=O)N(C)Cc1ccccc1)S(=O)(=O)c1cccs1	15
O=S(=O)(c1ccccc1)N1C[C@@H]2N[C@H](C1)C2c1ccc(/C=C/c2ccccc2)cc1 (stereo partly specified)	12&45
Cc1ccc2[nH]c3c(c2c1)CN(C)CC3	-40
Cc1cc(C)cc(N(CC(=O)Nc2cccc(C)n2)S(=O)(=O)c2c(C)noc2C)c1	14
CC(=O)c1ccc(OCc2cc(C(=O)N(C)Cc3cc(C)no3)no2)cc1	-39
COc1cc(OC)cc(C(=O)NC(C(=O)O)C23CC4CC(CC(C4)C2)C3)c1 (stereo unspecified)	5
COc1cccc(NC(=O)CN(C)C(=O)CCNC(=O)c2ccccc2OC)c1	4
CC1(C)CC(=O)C/C(=N/Nc2nc3ccccc3s2)C1	50*
Nc1nc(-n2cnnc2)nn1-c1ccccc1	18
O=C(COc1cc(O)c2c(=O)c3ccccc3oc2c1)OCc1ccccc1	-2
O=C(COc1ccccc1)Nc1cc(S(=O)(=O)N2CCOCC2)ccc1N1CCCC1	14
COCCN(C(=O)c1cc(S(=O)(=O)N2CCCCC2)ccc1Cl)c1c(N)n(CC(C)C)c(=O)[nH]c1=O	-8
CCOc1ccc(NC(=O)CN(C)C(=O)C2CC(=O)N(CCc3ccccc3)C2)cc1OCC (stereo unspecified)	34
COC(=O)Nc1ccc(S(=O)(=O)N(C)C)cc1	3
COc1cc(C(=O)Nc2ccc(F)cc2Cl)ccc1OCC(=O)N1CCOCC1	-29
O=S(=O)(c1ccccc1)N1N=C(c2cccs2)CC1c1ccc(F)cc1 (stereo unspecified)	6
CNC[C@@H]1Oc2ccc(NS(C)(=O)=O)cc2CC(=O)N(C)C[C@@H]1C	4
COc1cccc2cc(C(C)OC(=O)Nc3ccc(C)cc3)oc12 (stereo unspecified)	-2
CC(C)(O)C#Cc1cccc(-c2nc(C(=O)O)cc3c2[C@H](CCO)N(S(=O)C(C)(C)C)C3)c1 (stereo partly specified)	-15[25 µM]
CCn1c(SC)nnc1-c1nnc(SC)n1CC	15
COc1ccccc1-c1nc(C#N)c(N2CC(C)CC(C)C2)o1 (stereo unspecified)	12
COCC(=O)N(C[C@@H]1N[C@@H](CO)[C@H]1c1ccc(C2=CCCC2)cc1)C(C)C	2
COc1cc(/C=N/NC(=O)c2cccc(C)c2)ccc1OCC(=O)Nc1ccccc1	-71
O=C(O)c1ccccc1C(=O)Nc1ccc(Oc2cccc3ccccc23)cc1	4
CC(Oc1ccccc1)C(=O)N1CCN(c2ccc(N3CCCCC3)nn2)CC1 (stereo unspecified)	1
CC(=O)N1C[C@@H]2C(c3ccc(Br)cc3)[C@H](C1)N2S(C)(=O)=O (stereo partly specified)	0
CCOc1ccc(NC(=O)CN2C(=O)CSC2=O)cc1	-46
COc1ccc(NC(=O)C2(C)CCN2Cc2ccc(OC)c3ccccc23)cc1OC (stereo unspecified)	-24
COc1cccc(CN2[C@H](CO)[C@H](c3ccccc3)C23CN(C(=O)C2CCCCC2)C3)c1	11[25 µM]
CC(=O)Nc1ccc2c(c1)CC(=O)N(C)C[C@@H](C)[C@@H](CN(C)C)O2	-2
O=c1[nH]c(C(F)(F)F)nc2c1nc1n2CCC1	6
C[C@H]1CN([C@@H](C)CO)C(=O)c2cc(NS(=O)(=O)c3ccccc3)ccc2O[C@@H]1CN(C)Cc1ccc(C(=O)Nc2ccccc2N)cc1	-39
O=C(CCCOc1ccccc1)Nc1ccc(S(=O)(=O)N2CCOCC2)cc1	24

The listing continues:
SMILES	CD40 NFkB inh
Cc1ccc(C2(C)NC(=O)N(CC(=O)NCc3cccs3)C2=O)cc1 (stereo unspecified)	4
O=C(O)c1ccccc1CSc1nnnn1-c1ccccc1	7
O=S(=O)(NCCc1csc(-c2cccnc2)n1)c1cccs1	3
O=C(C[C@H]1CC[C@H]2NC[C@@H](O)COC[C@@H]2O1)Nc1ccc(-c2ccccc2)cc1	2[25 µM]
CC(=O)Nc1ccc2nsnc2c1	17
CC(C)(C)c1ccc(OCCOCCn2cnc3ccccc3c2=O)cc1	-9
COc1ccccc1CNC(=O)CN1NS(=O)(=O)c2ccccc2C1=O	3
Cc1onc(-c2ccccc2)c1C(=O)N/N=C/c1cc2c(cc1Br)OCO2	8
C[C@H]1CN([C@@H](C)CO)S(=O)(=O)c2ccc(C#Cc3ccc(F)cc3)cc2O[C@H]1CN(C)S(=O)(=O)c1cn(C)cn1	26[25 µM]
CC1=CC(C)(C)NC(=S)N1c1cccc(Cl)c1	17
CCCNC(=O)N1C[C@@H]2[C@H](c3ccccc31)[C@H](CO)N2Cc1ccc2c(c1)OCO2	-2[25 µM]
COc1ccc(CC(=O)NCC2(N3CCCCC3)CCCCC2)cc1	7
Cc1ccc(C(=O)NCCCNC(=O)c2ccco2)cn1	5
O=C(/C=C/c1ccc([N+](=O)[O-])cc1)OCC(=O)N1CCCCCC1	-3
Cc1cccc(N(CC(=O)NCc2ccco2)S(=O)(=O)c2ccccc2)c1	2
Cn1c(N)c(C(=O)COC(=O)CNC(=O)c2ccccc2)c(=O)n(C)c1=O	2
COc1ccccc1CN1CC[C@H]2[C@H](CO)Nc3ccc(-c4cccc(F)c4)cc3[C@H]21	-21[25 µM]
Cc1sc2ncnc(N3CCC(C(=O)Nc4ccc(C#N)cc4)CC3)c2c1C	5
COc1cccc(-c2cc(C(=O)NC3CC3)c3ccccc3n2)c1	4
FC(F)(F)c1cnc(Oc2ccc(-c3nnco3)cc2)c(Cl)c1	12

Looked up by structure from above:
SMILES	CD40 NFkB inh
COc1ccccc1CN1CC[C@H]2[C@H](CO)Nc3ccc(-c4cccc(F)c4)cc3[C@H]21	-21[25 µM]
Cc1sc2ncnc(N3CCC(C(=O)Nc4ccc(C#N)cc4)CC3)c2c1C	5
O=C(/C=C/c1ccc([N+](=O)[O-])cc1)OCC(=O)N1CCCCCC1	-3
Cc1ccc(C(=O)NCCCNC(=O)c2ccco2)cn1	5

More records.
SMILES	CD40 NFkB inh
CN(C)CCCOC(=O)c1ccc(Cl)cc1	-5
O=C(CN1c2cccc3cccc(c23)S1(=O)=O)N1CCCCC1	4
O=C(NCC1CCCO1)C(c1ccc(F)cc1)N(CC1CCCO1)C(=O)c1ccc(-c2ccccc2)[nH]1 (stereo unspecified)	8
CCOc1ccc(Br)cc1S(=O)(=O)NC(=O)c1ccccc1	12
N#Cc1ccsc1NC(=O)CN1C(=O)NC2(CCCCC2)C1=O	3
N#Cc1ccc(-c2ccc3c(c2)[C@@H]2[C@@H](CCN2C(=O)C2CCCCC2)[C@@H](CO)N3)cc1	12[25 µM]
CC1CCc2nc3ccc(S(=O)(=O)N4CCC(C(=O)O)CC4)cc3c(C(=O)O)c2C1 (stereo unspecified)	9
CC1CCC(C(C)C)C(OCC(O)CNC(C)C)C1 (stereo unspecified)	23
CCOC(=O)C1=C(C)OC(N)=C(C#N)C1c1ccc(C)s1 (stereo unspecified)	0
Cc1cc(NC(=O)CSc2nnc(-c3ccco3)n2C)no1	0
CCNC(=O)Nc1ccccc1C(=O)OC	0
CS(=O)(=O)c1ccccc1-c1nnc(NC(=O)c2ccc(S(=O)(=O)N3CCCC3)cc2)o1	-2
Cc1c(C(=O)Nc2nccs2)sc2nc(-c3cccs3)cc(C(F)(F)F)c12	1
CCCCN(C(=O)c1cccc(S(=O)(=O)N2CCN(C)CC2)c1)c1c(N)n(CC(C)C)c(=O)[nH]c1=O	3
Cc1[nH]c2ccc(C(=O)NCCN3CCCCCC3)cc2c1C	4
CN1[C@@H]2Cn3c(ccc(-c4cccnc4)c3=O)[C@H]1[C@@H](C(=O)NCCc1ccccc1)[C@@H]2CO	-4[25 µM]
Cc1cc(NC(=O)c2ccccc2)n(-c2ccccc2)n1	0
Nc1nc(NC(=O)c2cccs2)nn1-c1ccccc1	-59
Nc1nnc(SCC(=O)NCCNC(=O)CSc2nnc(N)s2)s1	-1
Cc1ccc(S(=O)(=O)N2C(=O)CCC2C(=O)N2CCCCC2)cc1 (stereo unspecified)	0

Some of these compounds in order of their number in CD40 NFkB inh, descending.
SMILES	CD40 NFkB inh
CC1=CC(C)(C)NC(=S)N1c1cccc(Cl)c1	17
COc1cc(OC)cc(C(=O)NC(C(=O)O)C23CC4CC(CC(C4)C2)C3)c1 (stereo unspecified)	5
Cc1c(C(=O)Nc2nccs2)sc2nc(-c3cccs3)cc(C(F)(F)F)c12	1
Cc1cc(NC(=O)c2ccccc2)n(-c2ccccc2)n1	0
CC(=O)Nc1ccc2c(c1)CC(=O)N(C)C[C@@H](C)[C@@H](CN(C)C)O2	-2
COc1ccc(NC(=O)C2(C)CCN2Cc2ccc(OC)c3ccccc23)cc1OC (stereo unspecified)	-24

Additional compounds:
SMILES	CD40 NFkB inh
C[C@@H]1CN([C@@H](C)CO)C(=O)c2cc(NC(=O)NC3CCCCC3)ccc2O[C@@H]1CN(C)S(C)(=O)=O	0[25 µM]
CCOC(=O)Cc1cc(=O)[nH]c(/N=C(\N)Nc2ccc(C)c(C)c2)n1	14
CCCCn1c(N)c(N(CCOC)C(=O)COC(=O)COc2cccc(C(C)=O)c2)c(=O)[nH]c1=O	12
Cc1ccc(C(=O)Nc2ccc(N3CCOCC3)c3nonc23)cc1[N+](=O)[O-]	0
OC(c1ccccc1)(c1nc(-c2cc(F)cc(F)c2)cs1)C(F)(F)F (stereo unspecified)	32
Cc1cc(C(=O)NCc2cc(F)cc3c2OCOC3)nn1C	1
Cc1ccc(CC(=O)NCC(C)C)cc1	12
CCOC(=O)Cn1c(=O)oc2cc(S(=O)(=O)NCCC(C)C)ccc21	5
CN1C(=O)c2cc(NC(=O)C3CCC3)ccc2OC[C@H]2O[C@@H](CC(=O)NCC3CCCCC3)CC[C@@H]21	4
CCOC(=O)C1CCN(C(=O)c2cc3cc4cc(OC)ccc4nc3o2)CC1	-81
O=C(C[C@@H]1CC[C@@H]2[C@H](COC[C@@H](O)CN2C(=O)Nc2cccc(F)c2)O1)NCCCN1CCOCC1	-25[25 µM]
CCOc1cc(S(=O)(=O)N2CCC(c3nc4ccccc4s3)CC2)c(OCC)cc1S(=O)(=O)N1CCCCC1	-4
CCS(=O)(=O)N1CCC(C(=O)NCCc2ccccc2)CC1	-3
CCC(=O)N1CCCC(C(=O)Nc2nc3ccccc3[nH]2)CC1 (stereo unspecified)	-13
COCC(=O)N1[C@@H]2c3ccc(-c4ccccc4)c(=O)n3C[C@H]1[C@H](CO)[C@H]2C(=O)NCc1ccccn1	4[25 µM]
NC(=O)c1cccc([N+](=O)[O-])c1	6
O=C(C[C@@H]1C=C[C@@H](NC(=O)Nc2ccc3c(c2)OCO3)[C@@H](CO)O1)NCc1ccccc1	-1
C/C(=C\c1ccccc1)C(=O)NC1CCSC1=O (stereo unspecified)	-41
CCN(Cc1ccccc1)C(=O)CSc1ccccc1C(=O)O	6
CN1C(=O)c2cc(NC(=O)Nc3ccc(Cl)cc3)ccc2OC[C@H]2O[C@@H](CC(=O)NCCN3CCCCC3)CC[C@H]21	7[25 µM]
Cc1ccc(NC(=S)N(Cc2cccc(Br)c2)CC2CCC(C(=O)O)CC2)cc1 (stereo unspecified)	12
COc1ccc(C(=O)CN2C(=O)NC3(CCc4ccccc43)C2=O)c(OC)c1 (stereo unspecified)	-1
CC(=O)N(Cc1ccco1)C1(C(=O)NC2CCCCC2)CCCCC1	9
